KB-V1 cytotox: kills drug-selected multidrug resistant KB-V1 cells. KB-V1 MDR cells viability, CellTiter-Glo, 72 h. Potency, µM (top dose mostly 46.1 µM), without a hit: at the top dose activity change, negative = cytotoxicity, usual class: cytotoxic. 3.4% of 400,000 active. AID 1347076; further: potency means the concentration at half of the fitted maximal effect; on the % scale 0 is the no-effect control and ±100 the full control effect; nearly all actives have a fitted effect of over 60% in size
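qHTS viability screen in drug-selected KB-V1 MDR cells: 72 h compound treatment at 37 degrees C, ATP luminescence end point.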
DRD3 agonist: D3 dopamine receptor (human) agonism | P35462 | D3R DiscoveRx beta-arrestin cells, luminescence, 90 min | max activation, % | 0.58% of 410,000 active | AID 652048; in the data active means max activation above about 30%; further: 0% is about no effect; mostly tested at two doses, the higher about 12 µM
Target sequence (P35462 whole entry, looked up): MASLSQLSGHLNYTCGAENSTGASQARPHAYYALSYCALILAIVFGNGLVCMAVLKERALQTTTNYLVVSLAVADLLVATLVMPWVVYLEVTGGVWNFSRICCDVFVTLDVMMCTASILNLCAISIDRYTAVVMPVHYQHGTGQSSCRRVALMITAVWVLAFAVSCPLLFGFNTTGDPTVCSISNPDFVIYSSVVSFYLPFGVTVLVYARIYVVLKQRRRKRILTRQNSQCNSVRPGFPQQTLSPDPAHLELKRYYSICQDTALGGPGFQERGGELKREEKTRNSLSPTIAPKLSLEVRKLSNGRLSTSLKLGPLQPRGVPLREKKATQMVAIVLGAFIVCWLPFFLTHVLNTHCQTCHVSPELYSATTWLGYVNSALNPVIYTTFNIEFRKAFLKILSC
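Agonist-mode cell screen: cells plated at 1500/well and incubated overnight at 37 °C, then exposed to library compounds for 90 min at 37 °C. Detection reagent was added for 30–60 min at room temperature, and luminescence was read.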
HT1080NT lethal: kills 2HG-producing HT-1080-NT fibrosarcoma cells. Potency, µM (top dose mostly 46.1 µM), inactives show at the top dose activity, negative = less viability, actives largely listed as cytotoxic. AID 686970. 1.6% of 360,000 active. HT-1080-NT fibrosarcoma viability, CellTiter-Glo ATP luminescence, 48 h;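 further: NT is the 2HG producing partner of a matched IDH1 knockdown line; potency means the concentration at half of the fitted maximal effect; 0% = DMSO-treated cells and -100% = media-only wells without cells; nearly all actives have a fitted effect of over 55% in size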
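HT-1080-NT fibrosarcoma cells (2HG-overproducing), 750 cells/well in RPMI with 5% FBS, dosed after 2 h and incubated 48 h at 37C. CellTiter-Glo luminescence normalized to DMSO and no-cell wells; concentration-response curves fitted and classed.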
KB-3-1 cytotox: KB-3-1 parental cell cytotoxicity. KB-3-1 viability, CellTiter-Glo ATP luminescence, 72 h. 1.4% of 400,000 active. Potency, µM (top dose mostly 46.1 µM), without a hit: at the highest dose activity change, negative = cytotoxic, usual class: cytotoxic. AID 1347075; further: potency means the concentration at half of the fitted maximal effect; on the % scale 0 is the no-effect control and ±100 the full control effect; nearly all actives have a fitted effect of over 60% in size
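Screening of KB-3-1 cells (DMEM, 10% FBS, phenol-red free) ran from lowest to highest compound concentration; after 72 h at 37 °C viability was read luminescently and curves fitted.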
IL-1B inflam inh: inhibitors of inflammasome signaling (IL-1 beta secretion). 4.7% of 360,000 active. AID 743279. THP-1 LPS/ATP IL-1B secretion, AlphaLISA, 16 h; active compounds read low. activity change, % at 57.5 µM; in the data active means activity change below about -50%; inconclusive means mostly about -30% to -49%; further: on the % scale 0 is the no-effect control and ±100 the full control effect
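THP-1 cells pretreated 1 hr with compounds (up to 57.5 uM final), then stimulated with LPS (250 ng/mL final) plus ATP (1.25 mM final); secreted IL-1B measured by AlphaLISA after 16 hr, decreased signal indicating inhibition.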
HT1080 IDH1KD tx: kills HT-1080 cells with IDH1 knockdown; 2% of 360,000 active; HT-1080 IDH1 knockdown viability, ATP luminescence, 48 h; AID 686971; Potency, µM (series often up to 46.1 µM), inactives show top-dose activity, negative = toxicity, most hits filed as cytotoxic;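 further: potency means the concentration at half of the fitted maximal effect; 0% = DMSO wells and -100% = cell-free medium wells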
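After a 2 h attachment period, IDH1KD HT-1080 cells took pin-transferred compound for 48 h at 37 °C; ATP-based luminescence after 10 min room-temperature reagent incubation reported viability.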
HEK293 tox: cytotoxicity in counter-screen for GLP-1R inverse agonists. Potency, µM (titrated, usually from 38.3 µM), inactives show at the highest dose activity change, negative = inhibition, usual class: inhibitors. 0.13% of 410,000 active. HEK293 cAMP-luciferase reporter cells, luminescence, 24 h;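 further: loss of luciferase light is scored as toxicity; potency means the concentration at half of the fitted maximal effect; on the % scale 0 is the no-effect control and ±100 the full control effect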
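Quantitative HTS format, 1536 wells, 200 cells/uL seeded. Compounds: 23 nL, 24 h, 37 °C. Detection: luciferase reagent, luminescence at 12 min RT; decreased signal taken as cytotoxic.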
MCF10A rereplic: DNA re-replication induction in MCF 10a cells; MCF 10A DNA re-replication, Hoechst nuclear intensity, 48 h; Potency, µM (highest dose often 46.1 µM), for inactives: top-dose activity, positive = re-replication, usual class: activators; 2.9% of 350,000 active; further: potency means the concentration at half of the fitted maximal effect; % of control where 0% means no effect; nearly all actives have a fitted effect of over 50% in size
SW480 rereplic: inducers of DNA re-replication in SW480 colon cancer cells; 1.8% of 340,000 active; AID 624297; Potency, µM (titrated, usually from 46.1 µM), for inactives: top-dose re-replication activation, usual class: activators; SW480 DNA re-replication, Hoechst DNA content imaging, 48 h; further: potency means the concentration at half of the fitted maximal effect; % of control where 0% means no effect; nearly all actives have a fitted effect of over 55% in size
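Quantitative HTS format with DMSO vehicle controls; 48 hr drug incubation at 37 C, then 40 min Hoechst staining and scanning imager measurement at 405 nm excitation.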
Active calls of the source: *; & = joins results of further samples; [ ] = dose if it differs, or a comment. Unless noted, the call rests on the fitted dose curve; in most records, active means well fitted curve in the direction sought with a large enough effect; inconclusive means small, poorly fitted or top-dose-only effect, or another doubt; inactive means no such curve, though single readings can be large; an effect the other way counts as inactive or inconclusive.

What do the screens show for `Cc1cc(C)n(-c2nc3ccccc3nc2N2CCN(S(=O)(=O)c3cccc(C#N)c3)CC2)n1`?
KB-V1 cytotox: -15%; DRD3 agonist: 1; HT1080NT lethal: -7%; KB-3-1 cytotox: -18%; IL-1B inflam inh: -22; HT1080 IDH1KD tx: -15%; HEK293 tox: 2%; MCF10A rereplic: 1%; SW480 rereplic: -10%

What do the screens show for `CN1CC2([N+](=O)[O-])CC=C(Oc3ccccc3)C([N+](=O)[O-])(C1)C2` (stereo not drawn)?
KB-V1 cytotox: -1%; DRD3 agonist: 1; HT1080NT lethal: -3%; KB-3-1 cytotox: -14%; IL-1B inflam inh: -1; HT1080 IDH1KD tx: 5%; HEK293 tox: 0%; MCF10A rereplic: 0%; SW480 rereplic: -3%

How did C/C=C/c1ccc(OCCOc2cccc3cccnc23)c(OC)c1 do in these assays?
KB-V1 cytotox: 0%; DRD3 agonist: 1; HT1080NT lethal: -18%; KB-3-1 cytotox: 0%; IL-1B inflam inh: -62*; HT1080 IDH1KD tx: -17%; HEK293 tox: -3%; MCF10A rereplic: inconclusive; SW480 rereplic: inconclusive

Results for CCc1ccccc1NC(=O)Cn1c(=O)n(-c2ccc(CC(=O)NCC3CCCO3)cc2)c(=O)c2ccccc21 (stereo not drawn) ?
KB-V1 cytotox: inconclusive; DRD3 agonist: 6&-1; HT1080NT lethal: -1%; KB-3-1 cytotox: 10%&8%; IL-1B inflam inh: 8; HT1080 IDH1KD tx: 8%; HEK293 tox: 10%&1%; MCF10A rereplic: 3%; SW480 rereplic: -5%

How did COc1ccc(CN(C)CC(=O)Nc2ccc(Cl)cc2C(F)(F)F)c(OC)c1 do in these assays?
KB-V1 cytotox: inconclusive; DRD3 agonist: -8; HT1080NT lethal: -9%; KB-3-1 cytotox: -14%; IL-1B inflam inh: -13; HT1080 IDH1KD tx: -13%; HEK293 tox: 4%; MCF10A rereplic: 11%; SW480 rereplic: 10%

What do the screens show for `Cc1c(C(=O)NNc2cc(=O)n(C)c(=O)n2C)cccc1[N+](=O)[O-]`?
KB-V1 cytotox: inconclusive; DRD3 agonist: -5; HT1080NT lethal: 18%; KB-3-1 cytotox: inconclusive; IL-1B inflam inh: -19; HT1080 IDH1KD tx: -3%; HEK293 tox: 0%; MCF10A rereplic: -3%; SW480 rereplic: -5%

Results for Cc1ccc(S(=O)(=O)N2CCC(C(=O)N(C)C3CCS(=O)(=O)C3)CC2)cc1 (stereo not drawn) ?
KB-V1 cytotox: 3%; DRD3 agonist: 2; HT1080NT lethal: 15%; KB-3-1 cytotox: 0%; IL-1B inflam inh: 24; HT1080 IDH1KD tx: 5%; HEK293 tox: -2%; MCF10A rereplic: -12%; SW480 rereplic: 3%

What do the screens show for `COc1ccc(C(=O)N/N=C/c2ccc(N(C)c3ccccc3)cc2)cc1`?
KB-V1 cytotox: -10%; DRD3 agonist: -9; HT1080NT lethal: -23%; KB-3-1 cytotox: -17%; IL-1B inflam inh: inconclusive; HT1080 IDH1KD tx: -13%; HEK293 tox: 59%[activator]; MCF10A rereplic: inconclusive; SW480 rereplic: 9%

What do the screens show for `COC(=O)C1CCN(C(=O)C23CCC(C)(C(=O)O2)C3(C)C)CC1` (stereo not drawn)?
KB-V1 cytotox: 0%; DRD3 agonist: 7; HT1080NT lethal: 17%; KB-3-1 cytotox: -2%; IL-1B inflam inh: 14; HT1080 IDH1KD tx: 9%; HEK293 tox: 1%; MCF10A rereplic: -2%; SW480 rereplic: -6%

How did CC(C)[C@H](NC(=O)C1CCN(C(=O)[C@@H]2CCCN2)CC1)C(=O)NCc1ccc(F)cc1 do in these assays?
KB-V1 cytotox: 1%; DRD3 agonist: -15; HT1080NT lethal: 1%; KB-3-1 cytotox: 0%; IL-1B inflam inh: 0; HT1080 IDH1KD tx: 0%; HEK293 tox: 1%; MCF10A rereplic: -4%; SW480 rereplic: -10%

Results for CN(C)CCNC(=O)c1cccc2ccc(-c3ccc(-c4ccccc4)cc3)nc12 ?
KB-V1 cytotox: 12µM*; DRD3 agonist: -17; HT1080NT lethal: -4%; KB-3-1 cytotox: inconclusive; IL-1B inflam inh: -57*; HT1080 IDH1KD tx: inconclusive; HEK293 tox: inconclusive; MCF10A rereplic: inconclusive; SW480 rereplic: inconclusive

Results for CCC1CCCCN1Cc1cc(OC)c(O)c([N+](=O)[O-])c1 (stereo not drawn) ?
KB-V1 cytotox: 9%; DRD3 agonist: 13; HT1080NT lethal: 10%; KB-3-1 cytotox: -1%; IL-1B inflam inh: 0; HT1080 IDH1KD tx: -4%; HEK293 tox: 5%; MCF10A rereplic: 0%; SW480 rereplic: -4%

How did Cc1ccccc1CSc1nc2[nH]ncc2c(=O)[nH]1 do in these assays?
KB-V1 cytotox: -2%; DRD3 agonist: -1; HT1080NT lethal: -22%; KB-3-1 cytotox: 0%; IL-1B inflam inh: -10; HT1080 IDH1KD tx: -18%; HEK293 tox: 8%; MCF10A rereplic: -13%; SW480 rereplic: -75%[inhibitor]

Results for COC(=O)c1ccc(NC(=O)CCN2CCCCC2)cc1 ?
KB-V1 cytotox: 0%&1%; DRD3 agonist: -4&-9; HT1080NT lethal: -3%&5%; KB-3-1 cytotox: -1%&12%; IL-1B inflam inh: -7&-16; HT1080 IDH1KD tx: -1%&18%; HEK293 tox: 6%&-1%; MCF10A rereplic: 5%&-1%; SW480 rereplic: inconclusive

What do the screens show for `CCc1nn2c(=O)cc(COC(=O)CNC(=O)COc3ccc(C)cc3)nc2s1`?
KB-V1 cytotox: 13%; DRD3 agonist: -17; KB-3-1 cytotox: 1%; HEK293 tox: 6%

Results for O=C(NCCCN1CCOCC1)c1cc2nc(-c3ccco3)cc(C(F)(F)F)n2n1 ?
KB-V1 cytotox: -26%; DRD3 agonist: 12; HT1080NT lethal: -7%; KB-3-1 cytotox: -2%; IL-1B inflam inh: -5; HT1080 IDH1KD tx: -14%; HEK293 tox: 31%[activator]; MCF10A rereplic: -3%; SW480 rereplic: -2%

Results for CCN(CC)S(=O)(=O)c1cccc(-c2nnc(SCC(N)=O)n2CCc2ccccc2)c1 ?
KB-V1 cytotox: -7%; DRD3 agonist: 5; HT1080NT lethal: -12%; KB-3-1 cytotox: 15%; IL-1B inflam inh: 23; HT1080 IDH1KD tx: -3%; HEK293 tox: 16%; MCF10A rereplic: 0%; SW480 rereplic: -4%

Results for Cc1cccc(C)c1NC(=O)c1sc(-n2nc(C)c(Cc3ccc4c(c3)OCO4)c2C)nc1C ?
KB-V1 cytotox: 9%; DRD3 agonist: -13; KB-3-1 cytotox: 1%; HEK293 tox: 1%

How did CC(C)n1nc(C(=O)Nc2nc3ccc(S(C)(=O)=O)cc3s2)c2ccccc2c1=O do in these assays?
KB-V1 cytotox: -25%; DRD3 agonist: 7; HT1080NT lethal: -3%; KB-3-1 cytotox: 11%; IL-1B inflam inh: 4; HT1080 IDH1KD tx: -6%; HEK293 tox: 19%; MCF10A rereplic: -6%; SW480 rereplic: -7%

Results for CCO[C@H]1OC(C(=O)O)=C[C@@H](C)[C@@H]1CCCO ?
KB-V1 cytotox: 8%; DRD3 agonist: 5; HT1080NT lethal: 8%; KB-3-1 cytotox: 0%; IL-1B inflam inh: 21; HT1080 IDH1KD tx: 6%; HEK293 tox: -1%; MCF10A rereplic: -5%; SW480 rereplic: 10%

How did CCN(CC)CCOc1cc2c(nn1)Oc1ccccc1N2C do in these assays?
KB-V1 cytotox: inconclusive; DRD3 agonist: -25; HT1080NT lethal: 23%; KB-3-1 cytotox: 0%; IL-1B inflam inh: -18; HT1080 IDH1KD tx: -10%; HEK293 tox: 9%; MCF10A rereplic: -7%; SW480 rereplic: -1%

How did O=C(CCl)N(C/C=C/c1ccccc1)c1ccc2c(c1)OCCO2 do in these assays?
KB-V1 cytotox: -30%; DRD3 agonist: 0; HT1080NT lethal: 10µM*; KB-3-1 cytotox: 0%; IL-1B inflam inh: -115*; HT1080 IDH1KD tx: inconclusive; HEK293 tox: inconclusive; MCF10A rereplic: inconclusive; SW480 rereplic: inconclusive

How did CCSc1nc2c(c(=O)n(C)c(=O)n2C)n1Cc1ccc(Cl)cc1 do in these assays?
KB-V1 cytotox: 13µM*; DRD3 agonist: -1; HT1080NT lethal: -2%; KB-3-1 cytotox: -1%; IL-1B inflam inh: 0; HT1080 IDH1KD tx: 0%; HEK293 tox: 3%; MCF10A rereplic: 5%; SW480 rereplic: -10%

Results for O=C(CCC(=O)OCC(=O)c1ccc([N+](=O)[O-])cc1)Nc1ccccc1Cl ?
KB-V1 cytotox: 4%; DRD3 agonist: -10; HT1080NT lethal: -14%; KB-3-1 cytotox: 2%; IL-1B inflam inh: 5; HT1080 IDH1KD tx: 2%; HEK293 tox: 2%; MCF10A rereplic: -1%; SW480 rereplic: inconclusive

How did O=C(Nc1cccc(-c2nc3ccccc3c(=O)o2)c1)c1ccccc1 do in these assays?
KB-V1 cytotox: 12%; DRD3 agonist: 20; HT1080NT lethal: 12%; KB-3-1 cytotox: 20%; IL-1B inflam inh: 21; HT1080 IDH1KD tx: -3%; HEK293 tox: 0%; MCF10A rereplic: 7%; SW480 rereplic: -8%

What do the screens show for `COc1cccc(C2=Nn3c(nnc3-c3ccccc3O)SC2)c1`?
KB-V1 cytotox: -19%; DRD3 agonist: 0; HT1080NT lethal: -2%; KB-3-1 cytotox: -2%; IL-1B inflam inh: 23; HT1080 IDH1KD tx: 4%; HEK293 tox: -4%; MCF10A rereplic: 16%; SW480 rereplic: 7%

What do the screens show for `CCOc1ccc(CNC(=O)CCCn2nc(C)c3sc4ccccc4c3c2=O)cc1`?
KB-V1 cytotox: -15%; DRD3 agonist: -9; KB-3-1 cytotox: 3%; HEK293 tox: 5%

Screening data from PubChem.

No enrichment for hits, and some 11% of all compounds hit somewhere here.
